From PubChem
HTT aggregate – reduces HttQ103-GFP aggregates in PC12 cells. PC12 HttQ103-GFP aggregates, Acumen cytometry, 40 h. Potency, µM (highest dose often 46.1 µM), without a hit: top-dose activity change, negative = inhibition, most hits filed as inhibitors. actives 1.1% (n = 220,000). AID 1688; further: potency means the concentration at half of the fitted maximal effect; on the % scale 0 is the no-effect control and ±100 the full control effect; nearly all actives have a fitted effect of over 60% in size
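Steps: seed 1500 PC12 HTTQ103-GFP cells/well; add tebufenozide, 100 nM final; add compound titration; add ATPLite reagent; quantify GFP aggregates by laser scanning cytometry.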
SMN2 splice up – SMN2 splice variant enhancement; Potency, µM (titrated, usually from 46.1 µM), without a hit: top-dose activity change, positive = activation, most hits filed as activators; actives 2.8% (n = 210,000); AID 1458; HEK293 SMN2-luciferase splicing reporter, luminescence, 30-36 h; further: potency means the concentration at half of the fitted maximal effect; % of control where 0% means no effect; nearly all actives have a fitted effect of over 55% in size
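qHTS luciferase splicing reporter: luminescence rises when SMN2 exon 7 is included in transfected HEK293 cells. Compound exposure lasted 30-36 h at 37C, with 4.5 mM final sodium butyrate as control, followed by a ONE-Glo read.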
HTT ATP protect – protects HTT-Q103 PC12 cells, measured by ATP; PC12 HTT-Q103 induced, cytoprotection, ATP luminescence, 40 h; Potency, µM (highest dose often 56.4 µM), for inactives: cytoprotection (ATP increase), actives largely listed as activators; actives 0.14% (n = 230,000); AID 1471;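 further: potency means the concentration at half of the fitted maximal effect; % of control where 0% means no effect; nearly all actives have a fitted effect of over 45% in size; toxic huntingtin expression switched on by the ecdysone agonist tebufenozide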
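PC12 cells with ecdysone-inducible HTT exon 1 Q103-GFP, induced with 100 nM tebufenozide and co-treated with library compounds in a dose series (1536-well, 1500 cells/well). Cytoprotection read as ATP content by ATPlite luminescence.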
CBFb RUNX1 block – blocks binding between human CBF-beta and RUNX1 | AID 1477 | 230,000 tested, under 10 active | Q01196+Q13951 | Potency, µM (top dose mostly 59.8 µM), for inactives: top-dose activity, negative = inhibition, hits mostly inhibitors | AlphaScreen CBFb-His/RUNX1-biotin binding, biochemical; further: % of control where 0% means no effect
Target sequence (Q01196 whole entry, looked up): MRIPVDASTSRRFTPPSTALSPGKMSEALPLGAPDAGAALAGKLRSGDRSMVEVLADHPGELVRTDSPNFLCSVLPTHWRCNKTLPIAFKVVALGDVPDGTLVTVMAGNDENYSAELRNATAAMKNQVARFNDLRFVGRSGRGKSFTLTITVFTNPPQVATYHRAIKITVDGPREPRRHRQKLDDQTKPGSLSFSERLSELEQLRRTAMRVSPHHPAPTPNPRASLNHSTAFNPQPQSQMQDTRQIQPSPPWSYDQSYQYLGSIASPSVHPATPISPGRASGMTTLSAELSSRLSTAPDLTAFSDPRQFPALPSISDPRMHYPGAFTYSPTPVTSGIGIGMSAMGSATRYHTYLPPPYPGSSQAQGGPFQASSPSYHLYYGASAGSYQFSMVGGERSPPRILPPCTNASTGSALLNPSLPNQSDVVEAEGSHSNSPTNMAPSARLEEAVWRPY
Target sequence (Q13951 whole entry, looked up): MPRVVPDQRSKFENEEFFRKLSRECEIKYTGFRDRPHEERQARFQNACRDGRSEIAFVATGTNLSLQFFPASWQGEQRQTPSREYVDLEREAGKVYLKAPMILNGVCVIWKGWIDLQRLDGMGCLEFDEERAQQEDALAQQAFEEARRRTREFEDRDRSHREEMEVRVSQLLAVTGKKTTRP
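Proteins preincubated together for 20 min at RT before compound addition; 15 min later, nickel and streptavidin beads were added and left 90 min prior to AlphaScreen measurement.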
IMPase Li inh – IMPase inhibition in cells with lithium potentiation; CHO-M1 cells, IP1 TR-FRET (IP-One), carbachol + lithium; Potency, µM (highest dose often 59.4 µM), without a hit: at the top dose activity, negative = IMPase inhibition, actives largely listed as inhibitors; AID 1457; actives 0.35% (n = 210,000);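 further: IP1 builds up when IMPase is blocked and the TR-FRET signal falls; potency means the concentration at half of the fitted maximal effect; plate controls were basal vehicle for no effect and high inhibitor control for full effect; nearly all actives have a fitted effect of over 50% in size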
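Concentration–response in CHO-M1 cells, lithium-potentiated; 30 min at 37C. IP1 detected by competitive TR-FRET after 10 min lysis at RT. Hill-fitted AC50.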
Luc counter – counter-screen: inhibitors of Kinase-Glo firefly luciferase; Kinase-Glo luciferase, ATP luminescence, 8 min; AID 1379; actives 0.28% (n = 200,000); Potency, µM (series often up to 38.3 µM), without a hit: at the top dose activity change, negative = inhibition, hits mostly inhibitors; Q27757; further: potency means the concentration at half of the fitted maximal effect; on the % scale 0 is the no-effect control and ±100 the full control effect; nearly all actives have a fitted effect of over 60% in size
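Light output from Kinase-Glo luciferase with luciferin and 10 uM ATP in 50 mM imidazole pH 7.2, KCl, MgCl2, Tween 20, BSA; compound pin-delivered, 8-min ambient incubation, then luminescence read.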
LMNA splice mod – changes lamin A minigene splicing in HeLa cells; HeLa LMNA splicing GFP/RFP minigene ratio, 48 h; Potency, µM (doses to about 46.1 µM), for the others: at the top dose ratio change, negative = inhibition, usual class: inhibitors; actives 0.01% (n = 200,000); active means well fitted inhibition curve with a large enough effect in the signal ratio, with a control signal flat, not every such curve was filed as active; inconclusive means small, poorly fitted or top-dose-only effect, or effect the other way, or a change in a side signal; the % refers to the signal ratio; further: potency means the concentration at half of the fitted maximal effect; on the % scale 0 is the no-effect control and ±100 the full control effect
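Read-out is the ratio of GFP to DsRed2 object intensity, acquired by 488 nm laser-scanning cytometry on HeLa lamin A-EGFP minigene reporter cells. Compound incubation 48 hrs at 37 °C in Opti-MEM with 2% FBS; DMSO 0.5% final.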
Numbers without * were called inactive; ? = inconclusive; . = no result given; [ ] = remark or other dose. Unless noted, the call rests on the fitted dose curve; in most records, active means well fitted curve in the direction sought with a large enough effect; inconclusive means small, poorly fitted or top-dose-only effect, or another doubt; inactive means no such curve, though single readings can be large; an effect the other way counts as inactive or inconclusive.

SMILES | HTT aggregate | SMN2 splice up | HTT ATP protect | CBFb RUNX1 block | IMPase Li inh | Luc counter | LMNA splice mod
CC1c2nc3ccccc3n2C(CC(=O)NCCCN2CCOCC2)C(=O)N1Cc1ccccc1 (stereo not given) | 0.0% | -3.9% | -42.3%[inhibitor] | -3.1% | -5.4% | 5.4% | 11.3%[9.22 µM]
Cn1nc(C(=O)Nc2c(-c3ccccc3)nc3sccn23)c2ccccc2c1=O | 9.9% | 0.4% | -2.8% | -7.3% | 12.7%[38.3 µM] | -0.7% | 4.8%
O=C(O)C(=Cc1ccc(-c2ccccc2)cc1)C(=O)O | . | -9.7%[9.22 µM] | 2.0%[10 µM] | . | 2.9% | -6.2%[7.66 µM] | .
Cc1cc(N2CCCC2)c(C)cc1C=O | 9.6% | -38.6%[inhibitor] | 6.5% | 1.3% | 20.4%[38.3 µM] | -4.0% | -0.6%
CSC1=N/C(=C\c2ccc(C)o2)C(=O)S1 | ? | -21.1% | 2.5% | 0.6% | 22.1%[38.3 µM] | -2.7% | 5.4%
CC(C)(C)NC(=O)N1CCC(CO)(Cc2ccccc2Cl)CC1 | . | 6.6% | . | 0.6% | -0.2% | 0.2% | 15.6%[46 µM]
C=CCOC(=O)C1=C(C)Nc2nnnn2C1c1cccs1 (stereo not given) | -10.6% | -4.9% | -18.0% | -1.3% | -1.8%[38.3 µM] | 0.9% | -1.5%
CCOC(=O)c1cc(-c2ccc(F)cc2)n(CCC(=O)NC2CCN(Cc3ccccc3)CC2)c1C | -19.4% | 8.0% | -57.2%[inhibitor] | -0.7% | 0.9% | -3.0% | .
CCOc1cc(C(=O)Nc2ccc(S(=O)(=O)N3CCOCC3)cc2)cc(OCC)c1OCC | 0.0% | 1.2% | 1.4% | 4.9% | -7.0%[38.3 µM] | 1.2% | -7.6%
COc1ccc(C(NC=O)c2cc(OC)c(OC)cc2Br)cc1OC (stereo not given) | -1.7% | 16.4% | 16.5%[10 µM] | 2.4% | -2.9% | -3.9% | -5.7%
COc1ccc(S(=O)(=O)Nc2ccc(NC(C)=O)cc2)cc1OC | -22.4% | -6.8% | -12.1%[0.074 µM] | 3.8% | 0.0%[38.3 µM] | 1.6% | 9.8%
CCOC(=O)N/N=C/c1cn(Cc2ccc(Cl)cc2)c2ccccc12 | 13.1% | -28.7% | . | 2.1% | -3.2% | 1.1% | -10.9%
CCOC(=O)C1(Cc2cccc(OC)c2)CCN(Cc2ccc(OC)c(OC)c2)CC1 | -4.2%[9.22 µM] | -12.8% | -5.9%[10 µM] | -5.2% | 21.5% | 1.4% | ?
CC(c1ccc(F)cc1)n1c(-c2cccs2)n[nH]c1=S (stereo not given) | 20.2% | ? | -35.3% | -23.4% | 2.8% | 1.8% | .
Cn1c(NC(=O)c2ccco2)cc(=O)n(C)c1=O | 0.5% | 3.0% | -4.3% | 4.2% | 8.1%[38.3 µM] | 13.4% | -1.6%
Cc1c(Cl)cccc1NC(=S)N(CCN(C)C)C(C)c1ccccn1 (stereo not given) | -18.1% | -3.7% | 25.8% | . | -5.7% | 1.2% | .
CCc1c(C(=O)NCc2ccccc2Cl)[nH]c(C)c1C(C)=O | -28.3% | -44.5%[inhibitor] | -14.5% | 3.1% | -2.0%[38.3 µM] | -0.1% | ?
Cc1ccc(C(=O)O/N=C\c2ccc(N3CCCCC3)c([N+](=O)[O-])c2)cc1 | -15.1% | -46.3%[inhibitor] | -18.0% | -21.5% | -10.7%[38.3 µM] | -8.2% | 4.3%
CC1(C)OC(=O)C(=Cc2ccc(-c3ccc(S(N)(=O)=O)cc3)o2)C(=O)O1 | 16.4% | 4.2% | 20.1%[10 µM] | -7.1% | 6.0% | -1.3% | -16.2%[46 µM]
S=C1NC(C23CC4CC(CC(C4)C2)C3)=CC(c2ccc3c(c2)OCO3)N1 (stereo not given) | -2.3% | -48.1% | 9.8% | 0.2% | 6.5% | 0.7% | .
COc1ccc(NC(=O)Cc2cccc(F)c2)cc1S(=O)(=O)Nc1ccccc1Cl | 7.5%[9.22 µM] | . | 15.4%[10 µM] | 22.9% | . | . | .
O=C(O)c1ccc(S(=O)(=O)N2CCC(c3nc(-c4ccccc4Cl)no3)CC2)cc1 | -7.4% | -6.4% | -15.3% | 3.9% | -2.8%[38.3 µM] | 14.7% | 3.1%
COc1ccc(NC(=O)CSc2ccc(-c3ccccn3)nn2)cc1OC | 12.2% | -15.1% | 15.3%[10 µM] | . | 5.5% | 1.2% | -11.5%
Cc1ccc(S(=O)(=O)N2CCOCC2)cc1NC(=O)COC(=O)c1ccccc1OCc1c(C)noc1C | 11.9% | -4.1% | 4.3%[10 µM] | -0.2% | 2.9% | -2.2% | -1.1%
O=C(NCCN1CCCOC1=O)C(=O)NCCN1CCCOC1=O | -17.0%[9.22 µM] | . | -5.6%[10 µM] | 3.1% | . | . | .
COc1ccc(-n2c(=S)[nH]c3cc(C(=O)NCCCN4CCCC4=O)ccc3c2=O)c(OC)c1 | 9.2% | -28.6% | 4.0% | 0.7% | 22.3%[38.3 µM] | 22.1% | -19.7%
C/C(=N\NC(=O)Cc1cc(=O)[nH][nH]1)c1cccc([N+](=O)[O-])c1 | -5.2% | ? | 3.2%[1.9 µM] | 2.9% | -3.9% | 1.9% | -13.7%
COc1cccc2cc(C(=O)NCCC3=CCCCC3)c(=O)oc12 | -12.8% | 12.8% | -5.4% | -5.2% | -2.0% | -0.2% | -17.8%[46 µM]
CCn1c(SCC(=O)Nc2ccc(C(=O)OC)cc2)nc2cccnc21 | 9.9% | -16.5% | -11.5%[10 µM] | -7.0% | -5.3% | 0.7% | 4.3%
Cc1cc(C)n(-c2nc3ccccc3s2)n1 | -8.2%[9.22 µM] | . | -11.5%[10 µM] | 0.1% | -6.2% | -26.2% | .
Cc1ccccc1/C=C\c1nc2ccccc2c(=O)[nH]1 | 0.0%[9.22 µM] | 10µM* | 7.4%[10 µM] | -0.4% | 0.7% | -7.0% | .
O=C(COc1ncnc2ccccc12)N1CCOCC1 | 2.1% | 7.2% | 1.7% | -4.9% | 2.0%[38.3 µM] | -0.5% | -3.7%
O=C(O)C1CC(O)CN1C(=O)c1ccco1 (stereo not given) | 26.8% | 9.5% | 34.2%[10 µM] | 4.8% | 13.1%[38.3 µM] | 2.2% | 1.6%
COc1ccc(CCNC(=O)C2CCN(S(=O)(=O)N3CCC4(CC3)OCCO4)CC2)cc1OC | 7.0% | -37.2%[inhibitor] | . | 7.8% | -13.5% | 0.7% | -0.5%
O=C(COc1ccc(S(=O)(=O)NC2CCCCC2)cc1Cl)Nc1ccc2c(c1)OCO2 | 15.2% | -2.8% | -23.5% | -4.2% | 37.8%[activator][38.3 µM] | 17.8% | ?
CCc1ccc(-n2c(=O)c3c(C)c(C)sc3n(CC(=O)NCC3CCCO3)c2=O)cc1 (stereo not given) | -17.0% | -12.1% | -21.1% | -1.9% | -5.8% | -1.2% | 9.4%[9.22 µM]
Cc1ccccc1N1CCN(c2ncnc3c2cnn3Cc2ccc(Cl)cc2)CC1 | ? | -50.7%[inhibitor] | 1.9%[0.074 µM] | 5.2% | 22.7%[38.3 µM] | 2.1% | ?
O=C(NCCCCc1ccccc1)C1CC(c2ccccc2C(F)(F)F)=NO1 (stereo not given) | 11.4%[9.22 µM] | . | 12.6%[10 µM] | 19.7% | . | . | .
Cc1nc(Cl)c2c(n1)NC(=O)CO2 | -5.2%[9.22 µM] | . | -8.6%[10 µM] | 6.5% | . | . | .
Cc1cc(/C=N/NC(N)=S)c(C)n1-c1ccc(Cl)cc1 | 7.3% | ? | 6.1%[10 µM] | -0.1% | 13.0% | 0.6% | -3.0%
COc1ccccc1-c1ccc2ncnc(N3CCNCC3)c2c1 | . | . | 4.5% | . | 28.9% | . | -4.6%
CCNc1nc(NCC)n2c(SCC(=O)Nc3ccccc3)nnc2n1 | -1.5% | 13.8% | 0.9%[10 µM] | 0.9% | 4.9% | 1.0% | ?
Cc1cc(C)nc(SCC(=O)Nc2ncc(Cc3cccc(Cl)c3Cl)s2)n1 | -3.5% | . | -14.7%[10 µM] | -5.4% | -7.3% | 6.9% | -3.1%
Cc1cc(C)n2nc(S(=O)(=O)NCCc3ccccc3)nc2n1 | 10.6% | -15.1% | -7.7% | 1.3% | -0.9%[38.3 µM] | 2.1% | 8.7%
O=C(Nc1nnc(SCc2ccc(F)cc2)s1)c1ccccn1 | ? | -53.8%[inhibitor] | -67.1%[inhibitor] | ? | -3.4% | -4.0% | ?
O=C(CSc1nnc(CNC(=O)c2cccs2)o1)Nc1ccc2c(c1)OCO2 | 19.4% | 28.7% | 7.3% | -4.1% | 16.8%[38.3 µM] | -4.7% | 1.7%
O=c1nc2c(-c3ccccc3F)n[nH]n2c2ccccc12 | 9.6% | 22.4µM* | -109.6%[inhibitor] | 1.1% | -12.1%[38.3 µM] | -19.0% | 0.9%
Cc1cccnc1NC(=O)c1ccc(S(=O)(=O)N2CC(C)OC(C)C2)cc1 (stereo not given) | 14.5% | 6.1% | -7.0%[10 µM] | -6.2% | -4.6% | -0.7% | -22.8%[46 µM]
Cn1cccc1C(=O)NS(=O)(=O)c1ccccc1Cl | 14.2% | -0.9% | 10.1%[10 µM] | -16.1% | -9.3% | 4.2% | -12.0%
CN1CCN(c2ncncc2-c2ccoc2)CC1 | . | . | 27.6% | . | 5.7% | . | 0.9%
COc1ccc(C(CCO)NC(=O)c2cccs2)cc1OC (stereo not given) | -0.5% | . | -11.0% | 13.0% | 2.5% | 0.6% | .

Only IMPase Li inh, CBFb RUNX1 block and HTT aggregate (3 entries from above):
canonical_smiles	IMPase Li inh	CBFb RUNX1 block	HTT aggregate
CCn1c(SCC(=O)Nc2ccc(C(=O)OC)cc2)nc2cccnc21	-5.3%	-7.0%	9.9%
Cc1cc(C)n(-c2nc3ccccc3s2)n1	-6.2%	0.1%	-8.2%[9.22 µM]
Cc1ccccc1/C=C\c1nc2ccccc2c(=O)[nH]1	0.7%	-0.4%	0.0%[9.22 µM]
